# Screening data from PubChem BioAssay.
# V-ATPase pHluor: regulators of yeast V-ATPase proton transport; S. cerevisiae, pHLuorin cytosolic pH fluorescence; response, % at 10 µM; 0.37% of 350,000 active; AID 504577; in the data active = response mostly above about 7.3%, no sharp cut-off; inactive = mostly below about 5.4%; also: actives read high; inactives centre near 0; some compounds called inactive have numbers as strong as hits; reference of the scale not given here
# Tat transport: E. coli Tat transport inhibition; E. coli MC4100 TorA-mCherry Tat export, fluorescence; inhibition, % at 10 µM; 0.036% of 340,000 active; AID 488895;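 active = mean replicate inhibition at least 50% and at least half of replicates individually reaching 50%; inconclusive = only one of the two criteria met; inactive = neither criterion met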;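 also: exported cargo escapes ClpAP degradation while cytoplasmic cargo is degraded and loses fluorescence; 0% = median of neutral control wells and 100% = median of NaSCN control wells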
# MITF act: increases MITF-driven TRPM1 promoter luciferase signal; activation, % at 12.5 µM; 0.75% of 300,000 active; AID 588334; SK-MEL-5 TRPM1-promoter luciferase, 24 h; % of positive control, neutral wells = 0;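 active = mean activation of at least 80% with every replicate also reaching 80%; inconclusive = mean reaches 80% but some replicate falls short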;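 also: 0% = neutral control wells and 100% = parthenolide positive control wells; values of inactives mirror those of a sister screen read the other way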
# CDK5 inh: blocks human CDK5/p35 kinase activity; Recombinant CDK5/p35, ADP-Glo luminescence, 60 min; inhibition, % at 10 µM; 0.01% of 330,000 active;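 active = highest replicate inhibition of at least 50% and at least 75% of replicates reaching 50%; inconclusive = only one of the two criteria met; inactive = both criteria failed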;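 also: plate controls were DMSO neutral control for no effect and GW8510 at 10 µM for full effect; many of its hits are not listed in these tables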
# Target sequence (Q00535 whole entry, looked up): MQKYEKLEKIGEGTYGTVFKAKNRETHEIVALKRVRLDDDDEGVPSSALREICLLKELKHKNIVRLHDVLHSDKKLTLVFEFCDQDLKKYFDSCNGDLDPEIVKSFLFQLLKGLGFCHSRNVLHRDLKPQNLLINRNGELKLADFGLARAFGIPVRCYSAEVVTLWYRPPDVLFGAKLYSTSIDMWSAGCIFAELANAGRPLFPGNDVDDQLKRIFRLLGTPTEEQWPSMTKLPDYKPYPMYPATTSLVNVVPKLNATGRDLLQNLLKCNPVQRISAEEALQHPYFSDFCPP
# Target sequence (Q15078 whole entry, looked up): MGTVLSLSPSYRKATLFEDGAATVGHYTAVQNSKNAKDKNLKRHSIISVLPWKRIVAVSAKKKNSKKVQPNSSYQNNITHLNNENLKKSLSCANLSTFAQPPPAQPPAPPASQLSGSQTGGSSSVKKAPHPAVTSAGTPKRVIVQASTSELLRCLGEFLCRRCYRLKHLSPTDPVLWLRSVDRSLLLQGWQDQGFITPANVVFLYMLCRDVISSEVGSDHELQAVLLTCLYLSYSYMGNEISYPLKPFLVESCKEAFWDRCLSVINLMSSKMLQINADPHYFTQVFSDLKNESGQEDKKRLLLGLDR
# cardiac RTF act: cardiac RTF calcium sensitization. P19429+P45379. IANBD-labeled TnC RTF fluorescence at EC20 calcium; 0% EC20 calcium, 100% full calcium. activation, % at 7.2 µM. 0.24% of 340,000 active;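 active = activation above the mean over all tested compounds plus 3 SD, cut at about 30% in these data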;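 also: rise in fluorescence read as greater calcium sensitivity of cardiac thin filaments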
# CAL PDZ FP-1: CAL PDZ (human) peptide binding inhibition. inhibition, % at 24.9 µM. 0.92% of 300,000 active. purified CAL PDZ, TMR-peptide fluorescence polarization, 1 h. AID 602252. Q9HD26;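 active = mean inhibition of at least 30% with at least half of replicates also reaching 30%; inconclusive = no clear call, values can overlap the other calls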;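 also: 0% = DMSO neutral control and 100% = excess unlabeled competitor peptide PRC23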
# CAL PDZ FP-2: blocks peptide binding to human CAL PDZ domain | Q9HD26 | purified CAL PDZ, TMR-peptide fluorescence polarization, 1 h | inhibition, % at 20 µM | 0.02% of 330,000 active | AID 504414;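 active = highest replicate inhibition of at least 40%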;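 also: plate controls were DMSO neutral control wells for no effect and unlabeled competitor peptide control wells for full effect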
#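 System: purified tagged CAL PDZ domain construct (CerCALP). Schedule: 1 h incubation at room temperature before polarization reading. Medium: 25 mM sodium phosphate pH 7.4, 150 mM NaCl, TCEP, IgG, Thesit. Read-out: percent inhibition from loss of millipolarization. Measured by: FP readout, S and P plane fluorescence. Probe or stimulus: fluorescent TMR peptide probe.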
# Wnt act: activators of Wnt/beta-catenin signaling; Wnt/beta-catenin reporter cell assay, activator, plate reader; activation, % at 9.35 µM; 1.2% of 300,000 active; AID 743398; in the data active = activation above about 30%, passing the limit was not always enough; inconclusive = no clear call, values can overlap the other calls;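 also: 0% = neutral control wells and 100% = positive control wells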
# dFosB act: activators of mouse delta FosB homodimer. activation, % at 25 µM. 0.99% of 340,000 active. P13346. AID 493131. purified delta FosB, TAMRA-CDK5 oligo fluorescence polarization; percent of positive-control signal above neutral wells;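 active = mean activation above about 17%, with every replicate also reaching it, limit read from the data, passing the limit was not always enough; inconclusive = only one of the two conditions met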;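 also: fluorescence polarization rise as delta FosB binds a TAMRA Cdk5 AP-1 oligo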
# Rtt109 HAT inh: C. albicans Rtt109 histone acetyltransferase inhibition; purified Rtt109/Vps75, ThioGlo CoA-SH fluorescence, 4 h; 0.16% of 330,000 active; Q5AAJ8; inhibition, % at 34.9 µM;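 active = inhibition of at least 50% in every replicate; inconclusive = best replicate reaches 50% inhibition but some replicates fall short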
# Target sequence (Q5AAJ8 whole entry, looked up): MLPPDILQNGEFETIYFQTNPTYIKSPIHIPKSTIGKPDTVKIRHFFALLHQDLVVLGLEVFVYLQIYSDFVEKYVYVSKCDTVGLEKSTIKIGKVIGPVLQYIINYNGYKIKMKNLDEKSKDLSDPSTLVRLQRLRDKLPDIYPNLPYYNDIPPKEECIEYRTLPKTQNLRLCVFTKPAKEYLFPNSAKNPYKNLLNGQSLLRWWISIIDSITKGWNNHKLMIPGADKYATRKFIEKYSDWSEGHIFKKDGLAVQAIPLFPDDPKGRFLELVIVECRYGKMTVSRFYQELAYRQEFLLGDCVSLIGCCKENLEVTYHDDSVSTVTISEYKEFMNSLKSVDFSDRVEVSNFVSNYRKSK
# Numbers without * were called inactive; ? = inconclusive; . = not tested or not shown.
SMILES,V-ATPase pHluor,Tat transport,MITF act,CDK5 inh,cardiac RTF act,CAL PDZ FP-1,CAL PDZ FP-2,Wnt act,dFosB act,Rtt109 HAT inh
CCCn1c(=O)n(C)c(=O)c2c(SCC(=O)NCc3ccco3)nc(C3CC3)nc21,-0.9,-3.4,-2.1,1.0,-2.5,-11.0,-1.0,.,-6.1,3.0
Cc1ccc(S(=O)(=O)NCc2ccc3c(c2)OCO3)cc1C,-0.8,-9.7,.,0.3,11.6,-1.1,-1.5,-0.4,-0.1,8.9
N#C/C(=C\Nc1ccccc1SC(F)(F)F)c1nc(-c2ccc(Cl)cc2)cs1,2.2,-0.7,-7.0,-0.6,2.8,4.1,-0.1,0.9,-0.6,-4.0
C[C@H](NC(=O)c1nc[nH]c1C(=O)NCc1ccccc1)c1ccccc1,1.8,-3.1,0.3,-0.9,-5.9,-2.2,0.0,4.3,-5.7,4.0
O=C(C1CCCN(S(=O)(=O)c2cnc[nH]2)C1)N1CCN(c2ccc(Cl)cc2)CC1 (configuration not stated),0.0,-6.9,2.0,0.8,4.2,.,0.0,1.7,-6.7,-3.6
C[C@@]12C(=O)N(c3cccc(Br)c3)C(=O)N1[C@H](c1ccc(Cl)cc1)[C@@H]1C(=O)N(C3CCCCC3)C(=O)[C@@H]12,-16.4,7.2,-17.9,-0.6,1.2,-2.7,-0.3,-2.4,-10.9,7.9
COc1cc(OC)cc(C(=O)N=c2sc3ccccc3n2C)c1,-4.3,-10.4,64.8,0.1,8.6,.,-2.0,9.8,-17.9,0.4
Cc1cccc(C)c1N(CC(=O)NC1CCCCC1)C(=O)c1csnn1,1.1,1.3,-9.9,0.4,-6.7,-3.3,-3.0,0.3,5.4,6.7
CN(C)S(=O)(=O)c1ccc(C(=O)Nc2nnc(-c3ccco3)o2)cc1,0.3,-3.1,6.9,0.8,-6.9,-1.8,-3.2,-2.1,-5.1,-3.3
C[C@H]1CN=C(N(C)C)N1CCc1cccc(F)c1,-4.5,-1.2,-4.4,-0.2,-1.0,-1.0,0.1,11.2,-3.9,0.0
Clc1ccc2nc(CSc3nnc(-c4c[nH]c5ccccc45)o3)cn2c1,-108.5,10.9,-3.3,-5.1,-2.1,-2.9,0.9,-1.0,6.6,-6.2
O=C1NC2(NN1c1ccccc1)C1CC3CC(C1)CC2C3 (configuration not stated),1.4,-2.6,5.6,1.9,0.9,-1.7,.,1.6,-8.0,-0.8
Cc1ccc(C(=O)N2CCc3ccccc32)cc1[N+](=O)[O-],1.4,0.7,3.3,2.1,-3.8,-1.4,-0.2,1.4,5.1,5.9
O=C(NCc1ccco1)/C(=C\c1cccs1)NC(=O)c1ccco1,4.2,3.7,4.2,1.1,-4.0,0.7,-2.9,-0.4,-1.8,8.0
Cc1cc(C)cc(N=C2SC(CC(=O)Nc3ccccc3)C(=O)N2CCN2CCOCC2)c1 (configuration not stated),2.1,2.5,-1.9,-1.3,1.2,-7.8,-0.8,0.4,-18.5,9.3
COc1ccc(NC(=O)c2sc3nc(C)cc(C)c3c2N)cc1,0.4,-5.1,104.5*,0.7,-6.1,.,1.6,12.2,-4.7,-6.6
Cc1ccc(-c2csc(NC(=O)C3=NN(C4CCS(=O)(=O)C4)C(=O)CC3)n2)cc1 (configuration not stated),-3.7,5.0,-4.9,1.1,0.5,-3.2,-0.8,-0.2,?,2.2
Cn1c(CN2CCOCC2)nnc1SCC(=O)NC1CCCCC1,-2.7,-14.4,.,0.4,-3.4,-1.6,-0.3,2.0,-3.7,1.7
COc1ccc(OC)c(CNc2ccc([N+](=O)[O-])cc2C)c1,-0.3,-8.8,14.0,0.4,2.5,-2.8,-0.7,0.0,-2.7,6.8
COc1ccccc1N1CCN(C(=O)c2ccc(NC3=NC4CS(=O)(=O)CC4S3)cc2)CC1 (configuration not stated),-4.1,-0.5,.,3.1,4.1,.,0.8,-3.2,-3.6,16.8
O=C(NC1CCCc2ccccc21)C1CCCN(S(=O)(=O)c2cnc[nH]2)C1 (configuration not stated),4.1,4.7,3.6,0.4,1.8,.,0.5,-1.3,-0.9,3.7
O=C(NC1=NCCS1)c1ccc(Cl)c(S(=O)(=O)N2CCc3ccccc32)c1,-2.2,15.2,6.0,-1.2,-0.3,-5.7,.,0.0,-2.8,2.7
COc1ccc(S(=O)(=O)N2C[C@H]3CON(C)[C@H]3C[C@H]2c2cccc(Br)c2)cc1,-2.6,4.2,5.5,0.4,-14.2,-1.2,0.7,-2.9,-12.2,1.8
CC(C)c1ccc(NC(=O)COC(=O)[C@H](CCC(N)=O)NC(=O)c2ccc(F)cc2)cc1,-6.0,-17.4,8.6,1.3,0.5,-1.8,-0.5,1.2,-8.6,-6.2
CCCCOc1ccc(/C(O)=C2/C(=O)C(=O)N(CCN(C)C)C2c2ccc(O)c(OC)c2)cc1 (configuration not stated),1.4,-4.4,-6.1,0.2,9.3,-1.7,-2.8,-1.1,-9.7,-11.6
COC(=O)c1c(C)cc(C)n2c1nc1ccccc12,3.1,6.1,2.1,-0.3,-6.7,-2.7,.,-1.3,6.5,0.0
CSc1nnc(CCCCCNC(=O)OC(C)(C)C)o1,-0.6,0.3,.,3.0,-0.6,.,-1.2,0.1,-7.2,-12.9
O=Cc1cn(-c2ccccc2)nc1-c1ccncc1,-3.6,3.0,18.1,1.6,-3.5,-5.3,-0.8,0.7,-21.8,6.4
O=C(CSc1nc2ccccc2s1)N/N=C/c1ccco1,-2.8,-4.7,-3.1,-0.3,-4.3,1.6,0.5,8.4,-4.5,-10.4
CSCCC(NS(=O)(=O)c1ccc(Cl)cc1)C(=O)N1CCN(c2ccccc2)CC1 (configuration not stated),0.7,-6.7,-0.1,-3.3,1.1,0.5,-3.0,-0.8,-2.8,4.9
CCN(CC(=O)Nc1cc(Cl)ccc1C)C(=O)CCS(=O)(=O)c1ccc(C)cc1,1.8,-1.7,-13.9,1.6,3.6,-3.7,-2.8,-4.3,0.9,2.2
O=C(c1ccccc1)c1ccc(C(=O)N2CCN(c3ccc(O)cc3)CC2)cc1,-1.4,7.4,-4.7,-0.9,-3.5,-0.1,0.3,-2.7,-2.1,10.5
CCOC(=O)NC(CC(=O)O)c1ccc(OC)c(OC)c1 (configuration not stated),-0.3,-7.3,8.5,3.9,0.4,.,-1.0,.,-3.9,9.2
CC(=O)Nc1ccc(NC(=O)CCCCCn2nnc3ccccc3c2=O)cc1,5.0,-5.1,4.4,0.9,-7.2,-0.8,0.2,1.0,6.4,10.6
Cc1ccc(-c2cnc(SCCNC(=O)c3ccco3)[nH]2)cc1,2.7,-1.9,10.5,1.2,0.8,-3.6,-4.0,-1.3,4.7,8.6
CC(=O)Oc1ccc2c(c1)CCC1C2CCC2(C)C(OC(C)=O)CCC12 (configuration not stated),-2.7,9.6,0.6,-0.6,1.1,-0.8,0.1,-1.3,-5.5,8.6
COC(=O)N/N=C\c1ccc(OC/C=C/c2ccccc2)c(OC)c1,0.4,1.2,20.3,-0.6,0.8,.,-1.4,-6.2,-19.1,2.9
CCc1ccc(N(C(=O)c2ccco2)C(C(=O)NC2CCCC2)c2ccncc2)cc1 (configuration not stated),-1.8,-10.5,17.2,0.8,0.4,-3.8,-3.0,8.4,-3.9,-0.6
COC(=O)CSc1nc(C2CC2)cc(C(F)(F)F)c1C#N,0.9,8.9,7.9,-0.2,0.7,-0.6,-0.8,-5.9,8.0,-6.9
CC(C)(CNC(=O)c1cc(-c2ccc(Cl)s2)nc2ccccc12)N1CCOCC1,3.7,-3.4,10.9,0.2,-2.8,-0.9,-2.0,1.4,-26.9,0.5
COCc1ccc([C@@H]2C[C@H]3CN(Cc4cccc(Cl)c4)C(=O)[C@]34CCCN24)o1,0.5,-4.1,8.0,-3.8,1.5,-2.3,-1.7,-4.3,1.5,0.4
OCC(O)C1OC(c2ccccc2)OC(CO)C1O (configuration not stated),3.0,-2.8,8.0,1.5,0.8,-2.0,-0.4,0.8,4.7,-2.9
O=C(N1CCCCC1)N1CCN(S(=O)(=O)c2ccc(Cl)cc2)CC1,0.8,-9.0,1.9,-0.1,-1.6,-2.7,-0.1,-2.9,-9.4,3.9
O=C(Nc1ncn[nH]1)c1c(Cl)ccc(Cl)c1Cl,-0.2,-1.9,9.3,-3.7,-1.8,5.0,-3.0,.,-8.0,-6.7
Cc1nnc(C)n1/N=C/C=C/c1ccccc1,7.2,-3.3,0.8,-0.2,0.3,-4.9,0.7,.,-14.5,9.4
CN(C1=C(N2CCCCC2)C(=O)c2ccccc2C1=O)c1ccccc1,.,3.7,-16.5,-0.3,0.7,3.4,1.6,-0.9,-3.3,6.6
CC(C)=CCC/C(C)=C/CNC(=O)C[C@H]1C[C@H](C(=O)N2CCOCC2)[C@@]2(C)c3[nH]c4cc(CCC(=O)N(C)C)ccc4c3CCN2C1=O,0.2,11.5,-8.5,0.0,-3.9,-5.8,0.5,-7.2,-23.3,-2.2
Cc1csc(SCC(=O)Nc2nc(-c3ccccc3)cs2)n1,8.3,10.0,-6.8,-0.2,-4.9,.,-2.3,.,-4.9,-12.9
O=C(c1ccco1)N1CCN(C(c2ccccc2)c2nnnn2Cc2cccs2)CC1 (configuration not stated),-6.2,3.0,17.0,0.6,3.0,-3.4,.,.,-4.2,1.3

# In the list so far, these contain two or more sulfur atoms:
SMILES,V-ATPase pHluor,Tat transport,MITF act,CDK5 inh,cardiac RTF act,CAL PDZ FP-1,CAL PDZ FP-2,Wnt act,dFosB act,Rtt109 HAT inh
N#C/C(=C\Nc1ccccc1SC(F)(F)F)c1nc(-c2ccc(Cl)cc2)cs1,2.2,-0.7,-7.0,-0.6,2.8,4.1,-0.1,0.9,-0.6,-4.0
Cc1ccc(-c2csc(NC(=O)C3=NN(C4CCS(=O)(=O)C4)C(=O)CC3)n2)cc1 (configuration not stated),-3.7,5.0,-4.9,1.1,0.5,-3.2,-0.8,-0.2,?,2.2
COc1ccccc1N1CCN(C(=O)c2ccc(NC3=NC4CS(=O)(=O)CC4S3)cc2)CC1 (configuration not stated),-4.1,-0.5,.,3.1,4.1,.,0.8,-3.2,-3.6,16.8
O=C(NC1=NCCS1)c1ccc(Cl)c(S(=O)(=O)N2CCc3ccccc32)c1,-2.2,15.2,6.0,-1.2,-0.3,-5.7,.,0.0,-2.8,2.7
O=C(CSc1nc2ccccc2s1)N/N=C/c1ccco1,-2.8,-4.7,-3.1,-0.3,-4.3,1.6,0.5,8.4,-4.5,-10.4
CSCCC(NS(=O)(=O)c1ccc(Cl)cc1)C(=O)N1CCN(c2ccccc2)CC1 (configuration not stated),0.7,-6.7,-0.1,-3.3,1.1,0.5,-3.0,-0.8,-2.8,4.9
Cc1csc(SCC(=O)Nc2nc(-c3ccccc3)cs2)n1,8.3,10.0,-6.8,-0.2,-4.9,.,-2.3,.,-4.9,-12.9
